# Screens as filed in PubChem BioAssay.
# KOR beta-arrestin-1: kappa opioid receptor activators – cell-based, luminescence, uHTS, primary screen (AID 1777); KOR beta-arrestin recruitment, luminescence; higher % means a stronger effect; activation, % at 10 µM; hits with a dose series show EC50 in µM; 0.02% of 280,000 active; in the data active means activation above about 50%, passing the limit was not always enough; further: a part of the inactive calls stands beside numbers as strong as those of hits
# ER stress rescue: rescue of cells from ER stress-induced death, primary screen, 384-well, CSM14.1, thapsigargin, ATP luminescence (AID 1222) | CSM14.1 thapsigargin-induced death rescue, ATP luminescence; higher % means a stronger effect | one-dose cellular ATP content (survival), % at 20 µM; EC50 in µM for titrated hits | 190,000 tested, under 10 active;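 active means EC50 below 50 µM in the dose-response confirmation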;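 further: death triggered by thapsigargin at about 15 µM added after 2 h compound pretreatment; cell ATP read after overnight thapsigargin exposure of roughly 18 to 22 hours; normalized against plate controls of thapsigargin alone and 5% DMSO vehicle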
# TNAP activators: stimulation of alkaline phosphatase TNAP activity – biochemical, luminescent, no phosphate acceptor, uHTS, primary screen (AID 1001) | purified TNAP, luminescent activation assay, no phosphate acceptor; higher activation fold means a stronger effect | activation fold at 20 µM, or EC50 in µM where a hit was titrated | 0.03% of 200,000 active; in the data active means activation fold from about 3, or a potency from the dose series; inactive means the rest, 99 in 100 with activation fold below about 1.6; further: many of its hits are not listed in these tables
# Yfh1-off respiration: mitochondrial function rescue without frataxin homolog – Friedreich's ataxia, plus single-dose screen, dose response (AID 1465) | 0.074% of 220,000 active | S. cerevisiae Yfh1-off respiration, WST-1 reduction, 72 h; higher fold induction means a stronger effect | fold induction at 50 µM; hits with a dose series show EC50 in µM;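 active means fold induction of absorbance versus untreated yeast above a set limit, then at least 30% activation at any dose in follow-up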;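 further: activators that raise dye reduction in frataxin-depleted yeast; strong numbers were not always called active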
# NOD1 inhibition: NOD1 signaling inhibitors, primary screen, cell-based, luminescence, uHTS (AID 1578) | NOD1-driven NF-kB luciferase reporter cells, luminescence; higher % means a stronger effect | 1% of 290,000 active | inhibition, % at 4 µM; hits with a dose series show EC50 in µM; in the data active means inhibition mostly above about 36%, no sharp cut-off; inactive means mostly below about 34%;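 further: HEK-293T reporter cells stimulated with the NOD1 agonist gamma-tri-DAP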
# KOR beta-arrestin-2: KOR antagonists, beta-arrestin recruitment, cell-based, luminescence, uHTS (AID 1778); KOR beta-arrestin recruitment, luminescence, antagonist mode; higher % means a stronger effect; 0.091% of 290,000 active; inhibition, % at 10 µM, or IC50 in µM where a hit was titrated; further: strong numbers were not always called active
# NOD2 inhibition: NOD2 signaling inhibitors, cell-based, luminescence, uHTS, HEK293 (AID 1566); HEK293 NOD2/NF-kB luciferase reporter, luminescence; higher % means a stronger effect; 0.63% of 290,000 active; inhibition, % at 4 µM; hits with a dose series show EC50 in µM; further: many of its hits are not listed in these tables
# GPR55 activation: GPR55 agonists via beta-arrestin recruitment, primary screen, imaging, U2OS cells, beta-arrestin-GFP redistribution (AID 1961). U2OS GPR55 beta-arrestin-GFP redistribution imaging; higher % means a stronger effect. activation, % at 10 µM; hits with a dose series show EC50 in µM. 0.048% of 290,000 active;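 active means activation above 40% with more than 50 cells counted in the well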;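 further: U2OS osteosarcoma cells stably expressing GPR55 and beta-arrestin-GFP; plate controls were DMSO negative control for no effect and LPI positive control for full effect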
# NTR1 agonist: agonists of NTR1, primary screen, imaging, U2OS cells, beta-arrestin-GFP, high content (AID 493036). P30989. NTR1-U2OS beta-arrestin-GFP spot imaging, agonist mode. activation, % at 20 µM. 0.17% of 330,000 active;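 active means activation at or above 40% of the spot to cytoplasm intensity ratio, with at least 20 cells analyzed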;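 further: 0% = DMSO without peptide and 100% = 100 nM NTR1 peptide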
# Target sequence (P30989 whole entry, looked up): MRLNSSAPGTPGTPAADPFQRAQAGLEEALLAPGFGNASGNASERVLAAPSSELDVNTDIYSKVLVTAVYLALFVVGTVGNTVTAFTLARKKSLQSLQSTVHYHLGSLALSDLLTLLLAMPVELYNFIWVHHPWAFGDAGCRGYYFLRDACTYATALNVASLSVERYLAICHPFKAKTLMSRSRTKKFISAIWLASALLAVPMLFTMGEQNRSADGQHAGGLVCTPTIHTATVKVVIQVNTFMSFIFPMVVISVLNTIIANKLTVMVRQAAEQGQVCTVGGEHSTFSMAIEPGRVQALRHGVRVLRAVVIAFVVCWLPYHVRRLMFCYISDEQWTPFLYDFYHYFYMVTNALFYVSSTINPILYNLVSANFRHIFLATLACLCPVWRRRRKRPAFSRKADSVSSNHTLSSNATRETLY
# NTR1 agonist cell count 20 µM: recorded beside NTR1 agonist, whose call it bears; cell count; measured here: cell count, cytotoxicity flag
# Starred values were filed as active, the others as inactive; i = inactive; x = no result given; [ ] = remark or other dose. Unless noted, no stated cut-off is given here; in the data, active means inhibition above about 50%; inactive means the rest. This is a subset; count on the stated rates, not on these rows.
SMILES,KOR beta-arrestin-1,ER stress rescue,TNAP activators,Yfh1-off respiration,NOD1 inhibition,KOR beta-arrestin-2,NOD2 inhibition,GPR55 activation,NTR1 agonist,NTR1 agonist cell count 20 µM
CN(C(=O)COC(=O)c1cc([N+](=O)[O-])ccc1Cl)c1ccccc1,-5.3%,x,x,x,2.2%,23.6%,16.9%,-0.2%,1.8,59
C/C(=N\NC(=O)CN1CCOCC1)C(C)(C)C,-5.2%,1.1%,1.1,i,1.0%,11.6%,-2.2%,0.2%,0.6,51
Cc1cc(C)n(CCN(C)Cc2cn[nH]c2-c2ccc(F)cc2F)n1,-0.9%,-1.2%,0.5,i,-30.1%,-12.1%,0.1%,1.2%,-2.3,80
Cc1nn(C(=O)c2cccnc2)c(C)c1Sc1ccccc1,9.2%,14.6%,1.5,i,-27.9%,22.9%,8.4%,0.1%,1.0,58
CS(=O)(=O)Nc1cccc(C2=NN(C(=O)CCC(=O)O)C(c3cccs3)C2)c1 (configuration not stated),-1.0%,x,x,x,-5.4%,-22.1%,-6.7%,0.0%,-0.9,94
CCOC(=O)/C(C#N)=C/Nc1ccccc1NS(=O)(=O)c1ccc(C)c(C)c1,-4.9%,x,x,i,4.7%,-4.9%,5.0%,-0.2%,-0.3,49
CN1CCN(CCN2CCn3c2nc2ccccc23)CC1,x,1.8%,1.1,i,1.0%,x,3.5%,-0.1%,0.0,60
COc1cc(/C=N/N(C)C)ccc1OC(=O)c1ccco1,-2.1%,x,1.1,i,-46.1%,-16.7%,9.9%,0.4%,-0.7,41
O=c1c2cc([N+](=O)[O-])cc([N+](=O)[O-])c2[nH]n1-c1ccccc1,-7.9%,x,x,x,-7.6%,18.2%,19.1%,-0.1%,1.9,98
Cc1ccc(S(=O)(=O)C2C(=O)N(C)C3(C)CC2c2ccccc2O3)cc1C (configuration not stated),-3.8%,-1.1%,1,i,-20.8%,2.6%,3.9%,0.2%,0.7,35
CN1/C(=C\C(=O)c2ccccc2Cl)c2ccccc2CC1(C)C,14.4%,-3.0%,0.9,i,13.5%,34.1%,26.7%,-0.2%,-0.9,57
CCOC(=O)c1cnc(SCC(=O)Nc2sc(C)c(C)c2C#N)nc1N,2.7%,0.9%,1.1,i,-42.7%,-7.2%,17.3%,0.3%,0.4,76
CCn1c(=O)cc(OCC(=O)Nc2ccc(OC)c(OC)c2)c2ccccc21,1.2%,x,1.1,i,-60.3%,-32.0%,8.0%,-0.5%,-1.1,93
COCCN1CCN(C(=O)c2cc(COc3cc(C)ccc3C)on2)CC1,-3.7%,x,x,x,-61.8%,-38.0%,-44.3%,0.2%,0.7,57
CSCCC1NC(=O)N(CC(=O)N2N=C(c3ccc(Cl)cc3)CC2c2ccco2)C1=O (configuration not stated),-8.5%,-0.8%,1,i,-20.3%,17.6%,19.3%,-0.4%,-0.5,59
O=C(O)c1ccc(NC(=O)c2cn(-c3ccccc3)nc2-c2cccc(Cl)c2)cc1,2.5%,x,x,x,-5.9%,-65.5%[20 µM],-14.6%,-0.2%,1.4,64
COc1ccc2c(c1OC)C(=O)OC2Nc1ccc(S(=O)(=O)N=C(N)N)cc1 (configuration not stated),5.0%,x,x,i,-4.2%,-14.9%,14.0%,-0.2%,0.2,55
CCOC(=O)C1=C(C)NC(=O)NC1c1cccc(OC)c1OCc1ccccc1Cl (configuration not stated),-7.2%,-0.4%,1.2,i,4.1%,27.5%,19.9%,-0.1%,5.7,92
COCC(=O)N(CCc1ccc(OC)c(OC)c1)Cc1cc2cc(C)ccc2nc1Cl,2.5%,-1.1%,1.1,i,-17.1%,-2.1%,10.0%,-0.3%,2.5,44
O=C(CSc1nnc(SCc2cccc3ccccc23)s1)N/N=C/C=C/c1ccccc1[N+](=O)[O-],1.3%,-2.2%,1.1,i,-19.3%,13.8%,-56.1%,0.6%,2.0,52
COc1ccc(S(N)(=O)=O)cc1C(=O)N(C)CC(=O)Nc1ccc(N2CCOCC2)cc1,2.3%,x,x,x,7.5%,-43.9%,16.1%,0.3%,-0.1,52
Cc1ccc(S(=O)(=O)c2nnn3c2nc(N2CCC(C(N)=O)CC2)c2ccccc23)cc1C,-6.8%,x,x,x,-0.7%,-4.0%,19.8%,-0.3%,0.6,73
Cc1nnc(SCC(=O)N2CCCc3ccccc32)[nH]c1=O,-2.3%,-0.8%,1.2,i,-22.4%,18.6%,7.5%,-0.1%,1.3,79
CCc1n[nH]c(=O)c2cc3cc(OC)ccc3n12,-1.1%,x,x,x,-11.4%,-15.9%,-19.3%,-0.1%,-0.7,53

# Profiles, quoted from the list. Values in the order: KOR beta-arrestin-1 | ER stress rescue | TNAP activators | Yfh1-off respiration | NOD1 inhibition | KOR beta-arrestin-2 | NOD2 inhibition | GPR55 activation | NTR1 agonist | NTR1 agonist cell count 20 µM
# `Cc1ccc(S(=O)(=O)c2nnn3c2nc(N2CCC(C(N)=O)CC2)c2ccccc23)cc1C` in the list: -6.8% | x | x | x | -0.7% | -4.0% | 19.8% | -0.3% | 0.6 | 73
# `Cc1cc(C)n(CCN(C)Cc2cn[nH]c2-c2ccc(F)cc2F)n1` in the list: -0.9% | -1.2% | 0.5 | i | -30.1% | -12.1% | 0.1% | 1.2% | -2.3 | 80

# Next entries
SMILES,KOR beta-arrestin-1,ER stress rescue,TNAP activators,Yfh1-off respiration,NOD1 inhibition,KOR beta-arrestin-2,NOD2 inhibition,GPR55 activation,NTR1 agonist,NTR1 agonist cell count 20 µM
Cc1ccc(C)c(N(CC(=O)NC2CCCC2)C(=O)c2oc(C(C)(C)C)cc2C)c1,2.1%,-0.1%,1,i,-3.5%,-9.5%,1.0%,0.6%,11.0,42
CCOC(=O)N1CCN(S(=O)(=O)c2ccc([N+](=O)[O-])cc2)CC1,-2.1%,x,1,i,-27.0%,6.1%,8.4%,0.4%,-0.5,49
O=C1Nc2ccccc2/C1=C/C(=O)c1cccs1,-2.2%,10.3%,1,i,-11.5%,8.1%,-11.3%,-0.1%,2.9,78
CCCC(C)n1[nH]c(=O)cc1N (configuration not stated),2.4%,-2.3%,1.1,i,-25.9%,-44.8%,-3.3%,-0.3%,1.2,45
COc1ccc(C(Nc2cc(C)ccn2)c2ccc3ccc(C)nc3c2O)cc1 (configuration not stated),1.9%,x,x,i,32.4%,11.7%,-5.9%,-0.1%,5.9,51
O=C(CCc1nnc2ccc(N3CCC4(CC3)OCCO4)nn12)Nc1ccc(F)cc1,-5.2%,x,x,x,-22.7%,-8.1%,13.5%,-0.2%,-0.6,58
O=C(CSCC(=O)Nc1ccccc1)N/N=C/c1c(O)ccc2ccccc12,1.4%,-3.1%,0.7,x,86.4%*,-14.3%,25.5%,-0.3%,8.1,54
C=CCC(CC=C)(C(=O)O)c1ccccc1,0.4%,3.0%,1.1,i,-4.2%,30.8%,10.8%,-0.1%,-0.2,48
CCCCN(C)c1ccc([N+](=O)[O-])cc1,1.9%,-3.6%,0.9,i,-7.2%,x,5.1%,0.3%,0.0,82
CC1(C)Cc2c(cnn2-c2ccc(F)cc2)C(NC(=O)c2cnccn2)C1 (configuration not stated),1.7%,x,x,x,-14.6%,-20.0%,5.9%,0.2%,1.3,48
N#CCCn1cc(/C=C/C(=O)O)c(-c2ccc(F)cc2)n1,33.3%,-0.4%,1.1,i,-31.6%,-8.2%,4.3%,-0.6%,1.0,38
Cc1nn(CC(=O)NCCN2CCOCC2)c(=O)c2ccccc12,-3.0%,0.7%,1.1,i,-26.5%,0.1%,8.9%,0.0%,0.9,67
Cc1ccsc1/C=N\NC(=O)c1ccc2c(c1)OCO2,1.2%,-3.2%,1.1,x,-9.3%,3.3%,-115.7%,0.3%,-1.6,75
O=C(COc1ccc2ccccc2c1)N1c2ccccc2Sc2ccccc21,-2.7%,-1.3%,1,i,13.0%,-10.1%,10.1%,17.7%,4.3,62
Cc1cnc(NC(=O)CN2C(=O)C3CC=CCC3C2=O)s1 (configuration not stated),-2.8%,0.1%,1,i,-22.8%,2.6%,8.1%,0.6%,-0.8,81
CCOc1ccc(CCNS(=O)(=O)c2cn(C)cn2)cc1OCC,4.6%,x,x,x,8.2%,-11.9%,14.5%,0.3%,-1.7,63
CC(=O)c1ccc(S(=O)(=O)N2CCC(Oc3ccc(-n4cnnn4)cc3)CC2)cc1,3.0%,x,x,x,-3.5%,-15.6%,1.4%,0.3%,0.4,67
CCOC(=O)c1[nH]c2ccc(Cl)cc2c1-c1ccccc1,-2.5%,-1.2%,1,i,32.6%,-15.3%,16.1%,-0.1%,0.5,66
CC(Sc1nc2c([nH]c3ccccc32)c(=O)n1C)c1ccccc1 (configuration not stated),-6.9%,-0.1%,1.1,i,-13.7%,-5.8%,8.5%,0.0%,-0.5,105
COc1cc(CC(=O)N(C)CC(=O)Nc2ccc(Cl)c(C(F)(F)F)c2)cc(OC)c1OC,-3.9%,x,x,x,-13.5%,-8.0%,29.0%,0.3%,0.0,40
Cc1ccc(C(=O)COc2cccc(NC(=O)c3ccco3)c2)cc1,-3.4%,x,1,i,-29.7%,4.8%,-5.2%,0.3%,1.4,63
Cc1ccc(-c2noc(-c3ccccc3C(=O)N3CCOCC3)n2)cc1,0.5%,-0.5%,1,i,19.9%,8.2%,-5.7%,-0.1%,1.2,70
Cc1nc(Sc2ccc(Cl)cc2)c(C#N)c(C)c1[N+](=O)[O-],-0.3%,x,x,i,16.0%,-7.3%,2.3%,-0.4%,9.4,39
Cc1ccc(CNS(=O)(=O)c2ccc(C(F)(F)F)cc2)n1C,4.7%,x,x,i,-4.5%,-11.1%,10.4%,-0.1%,-0.5,45
CCOC(=O)/C(C#N)=C\c1ccc(CC)s1,3.8%,-0.1%,1,i,-12.4%,-15.6%,-27.3%,0.0%,-1.6,60
CCC(NC(=O)c1ccccc1NC(=O)C(C)(C)C)C(=O)N1CCCC1 (configuration not stated),5.5%,x,x,x,20.3%,-41.1%,12.5%,-0.1%,0.6,46
COc1ccc(Cc2nnc(NC(=O)c3cc(OC)c(OC)c(OC)c3)s2)cc1,0.6%,x,x,x,18.6%,-72.6%[20 µM],-2.6%,-0.4%,3.0,48
Cc1cc(C)cc(NC(=O)c2ccc(S(=O)(=O)C(F)F)cc2)c1,4.3%,-2.0%,1.1,i,0.1%,5.2%,3.6%,-0.2%,0.0,45
Cc1cccc2cc(/C=N/Nc3ccc(C(=O)O)cc3)c(Cl)nc12,9.4%,x,x,i,-8.2%,-1.4%,-151.9%,-0.1%,0.3,71
CC(C)(C)NC(=O)C(=O)NCc1ccncc1,3.7%,-0.4%,1,i,-20.8%,20.0%,9.0%,-0.2%,0.7,88
Cc1ccc(C(=O)COC(=O)CCC(=O)Nc2ccccc2Cl)cc1[N+](=O)[O-],-1.4%,-1.3%,1,i,-31.6%,26.6%,-4.5%,-0.3%,1.8,47
CC(=O)Nc1ccc(S(=O)(=O)Nc2nnc(Cc3ccc(Cl)cc3)s2)cc1,13.6%,x,x,x,5.4%,-26.4%,-10.7%,-0.2%,-1.0,49
